SMARCA2 activ – SMARCA2 function activation, primary screen; MG213 cells, MMTV-luciferase reporter, dexamethasone, overnight; activation, % at 9.1 µM; hit rate 1% among 370,000; AID 652017; in the data active = activation above about 7.8%;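 note: 0% = vehicle wells and 100% = reference activator wells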
hgDAF-12 ag – hgDAF-12 agonism, primary luciferase screen. HEK293 GAL4-hgDAF12 UAS-luciferase reporter, agonist luminescence; normalized to butyrate control. activation, % at 6.8 µM. hit rate 1.8% among 370,000;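 active = activation above a cutoff set at the mean of all screened compounds plus 3 SD, cut at about 10% in these data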;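 note: 0% = DMSO wells and 100% = sodium butyrate wells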
PLCg1 inh – PLC-gamma1 (human) inhibition, primary screen; P19174; purified PLC-gamma1, fluorogenic substrate, fluorescence; inhibition, % at 12.2 µM; hit rate 0.84% among 370,000; AID 720700; in the data active = inhibition above about 9.5%
DAX1 inh-1 – blocks DAX1 repression of SF-1 activated StAR promoter; HEK293T StAR-luciferase reporter, SF-1/DAX-1 repression relief; inhibition, % at 6.8 µM; hit rate 1.1% among 370,000; AID 652010;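 active = inhibition above the mean over all tested compounds plus 3 SD, cut at about 3.6% in these data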;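 note: 0% = DAX-1 cells with DMSO and 100% = cells lacking DAX-1 with DMSO; higher inhibition means more luminescence from relief of DAX-1 repression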
hcDAF12 agonist – activators of H. contortus DAF-12 nuclear receptor; hit rate 1.4% among 370,000; activation, % at 6.8 µM; HEK293 hcDAF-12 lit1-tk-luc reporter, luminescence; 0% DMSO, 100% Δ7-dafachronic acid; AID 652067;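 active = activation above the mean of all tested compounds plus 3 SD, cut at about 5.5% in these data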;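 note: 100% = response to 3 µM Δ7-dafachronic acid high control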
NR1D1 modulator – modulates human Rev-erb alpha binding to DNA | P20393 | Rev-erbα–FITC-DNA binding, fluorescence polarization, 90 min | activity, % at 10 µM | hit rate 0.79% among 370,000;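 active = activity above about 14%, limit read from the data; passing the limit was not always enough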;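 note: 0% = DMSO wells with 35 nM protein and 100% = DMSO wells with 750 nM protein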
MBD2 inh – blocks human MBD2 binding to methylated DNA; Q9UBB5; TR-FRET, MBD2 binding to methylated oligonucleotide; inhibition, % at 4.4 µM; hit rate 0.31% among 370,000; AID 686964; in the data active = inhibition above about 13%
Target sequence (Q9UBB5 whole entry, looked up): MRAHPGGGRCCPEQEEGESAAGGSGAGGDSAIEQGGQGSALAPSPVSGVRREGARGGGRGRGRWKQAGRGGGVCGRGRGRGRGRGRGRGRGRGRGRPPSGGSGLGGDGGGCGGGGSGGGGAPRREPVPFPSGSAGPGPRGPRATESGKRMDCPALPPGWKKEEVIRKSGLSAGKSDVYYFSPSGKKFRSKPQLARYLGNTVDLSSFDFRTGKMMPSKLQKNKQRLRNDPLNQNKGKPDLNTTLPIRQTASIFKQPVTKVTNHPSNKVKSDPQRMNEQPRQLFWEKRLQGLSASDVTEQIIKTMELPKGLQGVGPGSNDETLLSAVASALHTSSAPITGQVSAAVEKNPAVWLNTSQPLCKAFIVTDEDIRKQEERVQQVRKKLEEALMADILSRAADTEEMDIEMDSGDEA
ADAM17 inh – inhibits human ADAM17; P78536; recombinant ADAM17, EDANS/DABCYL FRET peptide cleavage; inhibition, % at 6.95 µM; hit rate 0.83% among 370,000;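 active = inhibition above the mean of compounds lying between control limits plus 3 SD, set per campaign, cut at about 8.5% in these data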;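 note: 0% = DMSO-only wells as the low control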
Target sequence (P78536 215-824 limits assumed): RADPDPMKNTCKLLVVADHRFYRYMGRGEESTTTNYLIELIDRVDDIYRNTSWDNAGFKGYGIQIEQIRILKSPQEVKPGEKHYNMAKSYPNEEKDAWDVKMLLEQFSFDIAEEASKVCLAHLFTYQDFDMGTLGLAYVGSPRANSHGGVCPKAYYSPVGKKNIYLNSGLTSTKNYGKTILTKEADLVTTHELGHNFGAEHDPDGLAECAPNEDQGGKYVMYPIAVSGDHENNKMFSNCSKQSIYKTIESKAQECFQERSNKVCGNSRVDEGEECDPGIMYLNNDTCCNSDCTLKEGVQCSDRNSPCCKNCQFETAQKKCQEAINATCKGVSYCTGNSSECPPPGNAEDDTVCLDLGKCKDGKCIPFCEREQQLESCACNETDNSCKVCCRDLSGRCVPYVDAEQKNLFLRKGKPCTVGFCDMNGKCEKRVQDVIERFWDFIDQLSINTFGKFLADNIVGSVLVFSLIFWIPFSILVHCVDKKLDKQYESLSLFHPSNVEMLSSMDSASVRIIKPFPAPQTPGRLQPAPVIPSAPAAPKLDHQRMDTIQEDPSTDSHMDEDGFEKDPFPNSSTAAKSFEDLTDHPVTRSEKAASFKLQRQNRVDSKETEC
ssDAF12 agonist – S. stercoralis DAF-12 activation, primary screen; HEK293 ssDAF-12/GRIP1 lit1-tk-luc reporter, luminescence; % of 3 µM dafachronic acid response; activation, % at 6.8 µM; hit rate 1% among 370,000; AID 652126;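 active = activation above the mean over all tested compounds plus 3 SD, cut at about 0.9% in these data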;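 note: 0% = DMSO-only wells and 100% = 3 µM delta7-dafachronic acid wells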
DAX1 inh-2 – NR0B1 (DAX1) inhibition; HEK293 Gal4-DAX1 luciferase reporter, luminescence; P51843; hit rate 0.99% among 340,000; AID 504766; inhibition, % at 6.75 µM;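 active = inhibition above the mean over all tested compounds plus 3 SD, cut at about 4.2% in these data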;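 note: 0% = DAX1-transfected cells with DMSO and 100% = empty-vector control cells with DMSO; inhibition shows as a rise in luminescence from relieved DAX1 repression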
PLCb3 inh – inhibitors of human phospholipase C beta3 | Q01970 | Purified PLC-beta3, fluorogenic substrate, fluorescence | inhibition, % at 12.2 µM | hit rate 0.18% among 370,000; in the data active = inhibition above about 11%;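 note: 0% = median of compound wells on plate and 100% = full blocker control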
Numbers without * were called inactive; i = inactive; x = not tested or not shown.

The line under a structure holds: SMARCA2 activ, hgDAF-12 ag, PLCg1 inh, DAX1 inh-1, hcDAF12 agonist, NR1D1 modulator, MBD2 inh, ADAM17 inh, ssDAF12 agonist, DAX1 inh-2, PLCb3 inh
O=C(N/N=C/c1ccc(N2CCOCC2)o1)c1cccc([N+](=O)[O-])c1
  6, 3.4, -6, -1.1, 1.9, 2, 1, 2, -1.2, 0.1, -2
CCn1cc(NC(=O)Nc2ccc(OC)c(OC)c2)c(C(N)=O)n1
  -2, 0.3, 6, -1.0, -1.5, 1, -1, -2, -1.4, -0.5, -3
CCCCOc1ccc(C(=O)N2CCNC(=O)C2)cc1
  -2, 0.7, 1, 0.1, -0.5, -6, -1, -1, -0.2, -0.9, -1
Cc1[nH]nc2ncc(C(=O)c3cc(Cl)cc(Cl)c3O)cc12
  -2, 1.3, -3, -0.3, 1.1, 0, -4, 0, -0.3, -0.4, -8
CCCCN(C)CCn1c(=S)[nH]c2ncccc2c1=O
  1, -0.4, -3, -0.9, 0.5, 2, 0, -13, -1.1, 0.5, -6
CCOC(=O)Cn1nc(C)n(-c2ccc(C(C)(C)C)cc2)c1=O
  0, -0.2, 0, -0.8, -1.2, -2, 1, -1, -1.1, -0.1, 0
O=C1[C@@H]2[C@H](C(=O)N1CC(O)COCc1ccccc1)C1C=C[C@H]2C1 (some centres undefined)
  0, -1.8, 4, 0.2, -1.1, -2, 2, -7, -1.0, 0.6, 1
Cc1ccc(C(=O)CSc2nnc(Cn3nnc4ccccc43)n2C)cc1
  -2, 0.3, 1, 0.2, 0.2, 4, 2, -4, -1.8, 0.8, -2
CC(=NNC(=O)c1ccncc1)c1ccc(Cl)cc1Cl
  -3, 0.9, -4, -0.7, -0.7, -8, 0, -4, -1.0, 0.7, 0
CCNC(=S)N1CCN(C(=O)C(Cc2ccccc2)NC(C)=O)CC1 (centres undefined)
  0, -0.3, -2, -0.2, 0.9, 1, 0, -3, 0.0, -0.8, -6
Cc1ccc(NC(=O)C2CCCN(S(=O)(=O)c3ccc4[nH]c(=O)ccc4c3)C2)nc1 (centres undefined)
  0, 0.2, 0, -1.3, -1.0, -1, 1, -4, -1.1, -0.1, -4
COc1ccc(N2CCN(CCS(=O)(=O)c3cc(Cl)ccc3Cl)CC2)cc1
  -2, -1.4, -2, 0.3, -1.4, 4, -1, -1, -2.0, 0.3, -7
CSc1nsc(SCC(=O)Nc2cccc(NC(C)=O)c2)n1
  1, 1.7, 0, -0.4, 1.3, -1, 2, -2, 0.3, -1.1, -7
CCN=C1SC(C(=O)NCCc2ccccc2)CC(=O)N1CC (centres undefined)
  -4, 0.5, -2, -0.3, -1.8, 4, 1, -3, -1.0, 0.3, -2
O=C(Cc1ccccc1)Nc1nc(-c2cccs2)cs1
  11*, 3.3, -2, -0.3, 4.9, 0, -3, 0, -1.2, -0.5, -4
Nc1nnc(CC(=O)N/N=C/c2ccc(-c3cccc(C(=O)O)c3)o2)s1
  2, 14*, -30, 2.4, -0.8, 3, -8, -8, -1.2, -0.8, -49
CCS(=O)(=O)n1nc(-c2cccnc2)nc1NCc1ccc(F)cc1
  2, -1.1, 4, 0.7, -0.9, 7, 7, 2, -0.7, -1.3, 6
Cc1cc(CNC(=O)CC2C(=O)NCCN2CC(C)(C)C)nn1C (centres undefined)
  0, -1.3, -13, 0.0, -0.4, -2, -2, -7, -1.0, 1.5, -10
CCCOc1ccc(C(=O)CCC(=O)NNC(=O)c2cccs2)cc1
  4, 0.5, -2, 0.6, 0.0, 0, -1, 1, 0.1, 0.7, -4
C/C(=N\NC(N)=S)C1=CCC2C3CC[C@H]4CC(O)CC[C@]4(C)C3CC[C@]12C (some centres undefined)
  -1, -0.6, -2, -0.6, -1.2, -16, -3, -2, -1.3, -1.5, -6
Cc1ccc(NC(=O)c2c([N+](=O)[O-])c(C(C)(C)C)nn2C)c(C)c1
  -1, 2.0, 1, -0.9, 0.1, 3, 1, 0, -1.2, -1.8, 4
Cc1nnc(Nc2ccc(F)cc2)c2ccccc12
  -4, -1.1, -17, -0.1, -1.5, 8, 9, -4, -0.7, -0.1, -17
COc1ccc(-c2[nH]ncc2CNC(C)CCn2cccn2)cc1F (centres undefined)
  -1, -3.0, 2, -1.3, -2.3, -4, -1, -2, -2.6, 0.7, -8
CCS(=O)(=O)Nc1cccc(C2=NN(C(=O)c3ccco3)C(c3ccco3)C2)c1 (centres undefined)
  0, 2.3, -21, -1.2, -2.8, -3, 1, -2, -1.6, 0.1, -39
O=C(Nc1ccc(F)cc1F)c1cc(-c2ccco2)nc2ccccc12
  -2, 1.0, -421, -0.3, 2.7, 1, 1, -159, -0.5, 0.0, i
Cc1cc2c(Nc3ccccc3O)ncnc2s1
  6, -1.1, 1, -1.4, -0.4, -3, -1, -3, -0.7, 0.1, 0
CC(C)[C@@H](COc1ccccc1)N1CCN(Cc2ccccc2)CCC1=O
  0, 1.8, 3, 0.0, -0.9, -4, 3, 3, -1.4, 0.2, 5
Cc1c(C(=O)N2CCN(CC(=O)Nc3ccccc3Cl)CC2)oc2ccc(Br)cc12
  0, 2.1, -1, 0.7, -1.3, -3, 0, 2, -1.0, 0.8, -4
CCc1nc2c(OCC(=O)C(C)(C)C)cccn2c1N(C=O)Cc1ccccc1
  -2, -2.3, -4, -0.7, 0.2, -2, 3, -6, -1.7, x, -10
COC(=O)c1ccccc1NC(=O)CSc1nc(O)cc(=O)n1C1CCCC1
  -4, 0.2, 4, -0.1, 0.9, 0, 13*, 1, -1.1, -1.6, 0
Cc1ccccc1-c1cc2nc(NCCN3CCNC3=O)n(C)c(=O)c2s1
  -3, -2.8, 0, -0.5, -2.6, 4, -3, -5, -1.4, x, 2
CS(=O)(=O)c1ccc(Cl)c(NC(=O)COc2ccc3c(c2)CCC3)c1
  0, 0.3, 1, 0.9, -0.8, 0, -4, -2, -1.0, -0.5, -5
O=C(O)C(NS(=O)(=O)c1cccc2nsnc12)c1ccccc1 (centres undefined)
  3, 1.6, 3, 0.5, -2.5, 0, 0, -3, -0.6, -0.2, -4
CC1Sc2ccc(S(=O)(=O)CCC(=O)N3CCN(c4ccccc4F)CC3)cc2NC1=O (centres undefined)
  0, -0.5, 2, -0.3, -1.5, 7, -2, -4, -1.6, -0.2, -3
O=C(NCc1csc2ccc(Cl)cc12)Nc1cccc2ccccc12
  -3, 0.8, -10, 0.0, -1.7, 2, -2, -4, -1.2, -0.8, -22
CCOc1ccc(NC(=O)CN2C(=O)c3cccc4cccc2c34)cc1
  3, 12*, -3, 2.9, 4.2, 10, 0, -4, 0.0, x, -10
C/C(=N\Nc1nc(N2CCCCC2)nc(N2CCOCC2)n1)c1ccccc1O
  0, -2.7, -7, -0.9, -1.3, 7, -2, 3, -1.4, x, -10
O=C1CCc2ccccc2N1
  -2, 1.7, 0, 0.4, -0.7, -6, 1, -5, -0.8, -0.2, -8
O=C1C2C3C=CC(C3=C(c3ccccc3)c3ccccc3)C2C(=O)N1CCO (centres undefined)
  -1, -2.0, -4, -0.8, -0.7, 3, 5, 0, -1.5, -0.6, -4
Cn1c(=O)oc2cc(S(=O)(=O)N3CCC(C(=O)N4CCN(c5ccc(F)cc5)CC4)CC3)ccc21
  -2, -2.7, 0, -1.2, -1.1, -5, 0, -1, -0.5, 0.7, -8
Cc1cccc(-c2cc3nc4c(c(N5CCCC(O)C5)n3n2)CCC4)c1 (centres undefined)
  0, -2.5, -115, -0.1, -2.8, -2, -1, -6, -1.8, -0.4, -122
COCCN(C(=O)CCCC(=O)Nc1ccccn1)C(C(=O)NC1CCCCC1)c1ccc(C)cc1 (centres undefined)
  -2, -3.7, 5, -0.4, -1.4, 1, -1, 4, -1.0, -0.2, 0
COc1ccccc1CNC(=O)COC(=O)C1CCN(S(=O)(=O)c2ccc(C)c(C)c2)CC1
  2, 1.3, 0, -0.6, 1.2, -7, 1, -1, -0.2, 1.3, -1
Cc1ccc(N=Nc2c(O)ccc3n[nH]nc23)cc1
  0, 7.2, 9, 0.2, 2.9, 2, -15, 2, -0.9, 0.2, 1
CCOc1ccccc1N(CC(=O)NC1CCCCC1)S(C)(=O)=O
  -1, 0.6, 5, 0.8, 2.7, -4, 2, -4, 0.2, 0.3, -2
Cc1cc(C(=O)CSc2nncn2C)c(C)n1-c1ccccc1
  8, 16*, 0, 3.2, 4.1, 0, -1, 0, 0.2, -0.1, -2
C/C(=N\NC(=O)c1ccccc1F)c1cccc(NC(=O)c2ccccc2)c1
  2, 6.8, 1, 2.7, 0.7, 10, 0, 2, -0.8, 0.7, -4
OC(c1ccc(F)cc1)c1ncc(-c2ccc(Oc3ccccc3)cc2)[nH]1 (centres undefined)
  2, 5.7, -11, 0.4, -0.8, 6, -4, 5, -0.6, x, -15
COc1ccc(NS(=O)(=O)c2cccc(NC(=O)c3ccccn3)c2)cc1
  -2, -6.0, -2, -1.9, -2.4, -6, 3, -1, -1.9, -0.6, -8
CN(C)C(=O)c1cccc(-c2ccc3nncn3c2)c1
  -2, 1.6, 2, 2.5, 0.3, -1, 2, 1, -0.4, x, 3
Cc1ccc2c(c1)c1ncnc(N3CCC4(CC3)OCCO4)c1n2C
  4, 6.5, i, 1.0, 4.2, 0, 0, i, 0.9, x, i
CC(=O)Nc1ccc(N2C(=O)C3C4CC(=O)C(c5ccccc54)C3C2=O)cc1 (centres undefined)
  0, -0.5, 3, 0.0, -0.7, -1, 3, -1, -0.7, -0.4, 3
CSc1ncccc1C(=O)N1CCN(S(=O)(=O)c2cc(C)ccc2C)CC1
  0, -1.8, 4, -0.4, 1.2, 1, 1, -1, -1.5, 0.5, -6
CC(C)(C)c1ccc(CS(=O)(=O)CC(O)CN2CCCC2=O)cc1 (centres undefined)
  -2, 7.0, 3, 0.3, -0.8, 2, -5, 0, -1.3, -1.0, 7
CSc1ccc(/C=N/S(=O)(=O)c2ccccc2)cc1
  0, -0.3, -2, 0.1, 1.1, 2, 2, 2, -0.9, -1.0, -2
CC1(C)Cc2ccccc2C(N/N=C/c2ccc([N+](=O)[O-])cc2)=N1
  -5, -0.3, 0, -0.1, 0.8, 3, 5, 3, -1.4, -0.2, 2
COc1cccc(N2CC(C(=O)Nc3nnc(SCC(=O)Nc4cc(C)on4)s3)CC2=O)c1 (centres undefined)
  -2, 1.2, 2, -0.5, 1.0, -2, 7, -6, -1.1, 0.6, -12
O=C(OCC(=O)N1CCN(c2ccccc2)CC1)c1ccc2ccccc2n1
  5, 5.9, 2, -1.1, 1.9, -3, -3, -1, -0.3, 0.8, 3
CN(CC(=O)Nc1ccc(Cl)c(C(F)(F)F)c1)C(=O)C1CCC1
  0, -0.1, -28, -2.0, -1.6, 3, -1, 1, -1.5, -1.9, 0
Brc1cccc(CN2CCN(c3ncccn3)CC2)c1
  1, 1.0, 2, 0.1, -1.7, -4, -3, 0, -0.9, -0.1, -6
O=C1CSC(=S)N1N=Cc1ccccc1O
  2, 2.6, -10, -0.3, 0.1, 1, -1, 0, -0.4, 0.0, -14

Three of the entries above in order of the DAX1 inh-1 value, largest number first:
Structure | DAX1 inh-1
COc1ccc(N2CCN(CCS(=O)(=O)c3cc(Cl)ccc3Cl)CC2)cc1 | 0.3
O=C(OCC(=O)N1CCN(c2ccccc2)CC1)c1ccc2ccccc2n1 | -1.1
CCS(=O)(=O)Nc1cccc(C2=NN(C(=O)c3ccco3)C(c3ccco3)C2)c1 (centres undefined) | -1.2

Source: PubChem
